PfGluPho inh: PfG6PD (Plasmodium falciparum) enzyme inhibition; PfGluPho enzyme, NADPH resazurin-diaphorase fluorescence; actives 0.78% (n = 350,000); AID 504690; inhibition, % at 20 µM;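 active = inhibition reaching at least a set limit at 20 µM in the primary screen, cut at about 59% in these data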;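 note: 0% = DMSO wells with substrate and 100% = DMSO wells lacking glucose-6-phosphate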
SENP8 inh: blocks human SENP8 cleavage of Nedd8 substrate. Q96LD8. recombinant SENP8, Nedd8 substrate fluorescence. inhibition, % at 20 µM. actives 0.64% (n = 360,000); in the data active = inhibition mostly above about 40%, no sharp cut-off; inactive = mostly below about 27%
Target sequence (Q96LD8 whole entry, looked up): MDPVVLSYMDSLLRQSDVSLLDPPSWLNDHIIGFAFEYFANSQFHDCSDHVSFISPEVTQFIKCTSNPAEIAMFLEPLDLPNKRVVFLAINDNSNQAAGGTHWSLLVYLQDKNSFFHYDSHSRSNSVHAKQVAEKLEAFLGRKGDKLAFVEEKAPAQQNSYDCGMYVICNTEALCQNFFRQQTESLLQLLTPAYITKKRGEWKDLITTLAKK
MPTP inh: inhibitors of mitochondrial permeability transition pore | isolated mouse mitochondria, Ca2+ swelling absorbance, 30 min | inhibition, % at 10 µM | actives 1.4% (n = 360,000);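 active = inhibition of 50% or more, scaled per plate between neutral and stimulator controls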;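 note: 0% = DMSO wells given calcium and 100% = 1 mM EGTA wells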
SENP7 inh: SENP7 protease inhibition; Q9BQF6; recombinant SENP7, Z-RLRGG-aminoluciferin luminescence, 40 min; inhibition, % at 5 µM; actives 1.5% (n = 330,000);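 active = inhibition above about 50% at the single test dose, limit read from the data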;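 note: plate controls were DMSO with enzyme for no effect and no enzyme buffer wells for full effect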
HKDC1 inh: blocks human hexokinase HKDC1 activity | Q2TB90 | recombinant HKDC1, G6PDH/diaphorase resazurin coupled fluorescence | inhibition, % at 20 µM | actives 0.16% (n = 340,000) | AID 493160;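 active = inhibition above about 35% when tested at 20 µM, limit read from the data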;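 note: plate controls were DMSO wells with enzyme for no effect and DMSO wells lacking enzyme for full effect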
Target sequence (Q2TB90 whole entry, looked up): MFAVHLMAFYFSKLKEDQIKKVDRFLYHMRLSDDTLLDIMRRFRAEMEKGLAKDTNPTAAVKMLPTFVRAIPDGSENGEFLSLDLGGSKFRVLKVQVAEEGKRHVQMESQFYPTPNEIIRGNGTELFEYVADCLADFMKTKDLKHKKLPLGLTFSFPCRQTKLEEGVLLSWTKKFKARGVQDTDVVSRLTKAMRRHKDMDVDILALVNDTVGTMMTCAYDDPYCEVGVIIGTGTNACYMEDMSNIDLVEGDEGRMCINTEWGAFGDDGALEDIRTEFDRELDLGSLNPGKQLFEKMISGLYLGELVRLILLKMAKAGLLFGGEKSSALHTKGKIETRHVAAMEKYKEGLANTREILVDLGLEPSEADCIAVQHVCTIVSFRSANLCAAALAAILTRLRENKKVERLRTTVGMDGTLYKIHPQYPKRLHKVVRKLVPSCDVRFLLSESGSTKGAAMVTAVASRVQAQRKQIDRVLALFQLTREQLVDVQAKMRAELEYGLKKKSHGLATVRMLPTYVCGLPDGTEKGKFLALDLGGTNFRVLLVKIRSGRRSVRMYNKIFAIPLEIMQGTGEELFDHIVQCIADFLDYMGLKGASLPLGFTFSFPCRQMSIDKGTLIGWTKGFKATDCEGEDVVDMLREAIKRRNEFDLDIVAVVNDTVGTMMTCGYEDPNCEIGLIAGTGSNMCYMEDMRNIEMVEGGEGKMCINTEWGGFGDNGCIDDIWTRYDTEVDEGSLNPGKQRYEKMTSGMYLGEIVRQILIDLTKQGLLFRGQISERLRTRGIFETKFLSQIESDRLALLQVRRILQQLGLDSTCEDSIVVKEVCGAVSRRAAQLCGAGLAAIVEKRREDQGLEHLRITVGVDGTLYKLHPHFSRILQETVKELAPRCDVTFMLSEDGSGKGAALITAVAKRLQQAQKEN
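Material: recombinant HKDC1 hexokinase; Amount: HKDC1 at 5 µg/mL; Medium: Tris pH 8.0 buffer with MgCl2, Tween-20, BSA, BME; Schedule: 90 min reaction incubation at room temperature, dark; Technique: coupled resazurin fluorescence, excitation 525 nm, emission 613 nm.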
GRIN3A LBD mod: modulates the human NR3A ligand-binding domain | NR3A LBD differential scanning fluorimetry, Tm shift; 0% = protein alone, 100% = glycine-bound protein | Tm shift relative to glycine control, % at 25 µM | actives 2.5% (n = 340,000) | AID 1259313;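 active = melting temperature shift of at least 10% of the positive control shift, at one fixed dose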
SENP6 inh: blocks the human protease SENP6; inhibition, % at 10 µM; actives 1.8% (n = 330,000); Recombinant SENP6 catalytic domain, aminoluciferin luminescence; AID 2599; Q9GZR1;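 active = inhibition above about 50% at the single tested dose, limit read from the data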;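 note: plate controls were DMSO wells with enzyme for no effect and DMSO wells lacking enzyme for full effect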
ATG4B inhibitor: ATG4B (human) cysteine protease inhibition | inhibition, % at 8.33 µM | actives 0.51% (n = 340,000) | ATG4B cleavage of LC3-PLA2, NBD-HPC fluorescence, 1 h | Q9Y4P1; in the data active = inhibition above about 40%
* marks the source's active call; other numbers are inactive results; x = no result given.

Under each structure: HKDC1 inh, MPTP inh, GRIN3A LBD mod, PfGluPho inh, SENP6 inh, SENP8 inh, ATG4B inhibitor, SENP7 inh
O=C(NNC(=S)Nc1cccc(C(F)(F)F)c1)c1cccc(Cl)c1
    -23, 94*, 25*, -8, -24, -2, 31, -1
CN(Cc1nccs1)C(=O)c1ccc2nc(Cc3ccccc3F)oc2c1
    0, -0.1, -1, -16, 8, -2, -2, 2
CCc1cc(-c2n[nH]c(=S)n2CC)cs1
    -7, 2.4, -1, 24, -2, -1, 4, -3
CC(CCc1ccccc1)NC(=O)C(C)OC(=O)c1ccco1 (stereo not drawn)
    -2, -1.5, 2, -5, -2, 12, 6, 5
O=S(=O)(NC12CC3CC(CC(C3)C1)C2)c1ccc(F)cc1
    0, -2.0, -4, -4, -22, 9, 5, -4
Cc1oc(-c2ccc(-c3ccccc3)cc2)nc1CN(CCO)C(C)C
    -1, 2.3, -1, 2, 26, -107, 16, 5
COc1cc(OC)nc(Oc2ccccc2C(=O)Oc2ccc(F)cc2Cl)n1
    -2, -0.3, -1, 20, -7, 8, 6, -6
Cc1cc(C#Cc2c(-c3ccccc3)n(C)c3ccccc23)ccc1F
    3, 1.7, -9, 17, 1, -472, -3, 8
C[C@H](NC(=O)c1nc[nH]c1C(=O)NCC(=O)OC(C)(C)C)C(=O)OCc1ccccc1
    -3, 0.6, -3, 12, -26, 6, 0, 5
Cc1sc(-c2ccccn2)nc1OC(=O)c1cccc(Cl)c1Cl
    -9, -0.9, -9, 16, -10, 30, 5, 14
O=C(NC1CC1)C1=C[C@@H](c2ccc(Br)cc2)C[C@@H](OCc2ccc(CO)cc2)O1
    3, -3.5, -1, 10, -13, 7, -13, -7
CC(C)(C)CN1CCN(CCCc2ccccc2)C(CCO)C1 (stereo not drawn)
    -5, 0.4, 0, -3, -12, 25, -2, 13
CCCS(=O)(=O)N1CCC(C(=O)N2CCCC2)CC1
    -1, -0.1, 1, -10, 8, 17, -2, -7
CC1(NC(=O)C2CCCCC2)CCS(=O)(=O)C1 (stereo not drawn)
    -4, 2.0, 1, 2, 11, 12, -4, 3
O=C(O)CCC(=O)NNC(=O)CCC(=O)NCc1ccccc1
    -4, -1.3, -2, -11, -23, 23, 0, -6
COc1ccc(CCC(=O)OCC(=O)c2c(N)n(CC(C)C)c(=O)n(C)c2=O)cc1
    5, -0.3, 0, 3, -9, -3, -8, -7
Cc1c(CNC(=O)c2nn3c(c2Cl)NC(c2ccccc2)CC3C(F)(F)F)cnn1C (stereo not drawn)
    -9, 3.0, -7, 6, -4, 6, -17, 2
CCC(C)(C)NC(=O)CN(Cc1cccs1)C(=O)CNS(=O)(=O)c1ccc(C)cc1
    -5, -1.1, -3, 13, -3, 2, -11, -6
O=S1(=O)N=C(N(CCO)/N=C/c2ccccc2F)c2ccccc21
    4, -0.7, -1, -23, 6, -44, 1, 9
COc1ccc(NC(=O)C(c2ccc(C)cc2)N(C)C(=O)c2cnccn2)cc1 (stereo not drawn)
    5, -1.9, 0, -16, -7, 11, -1, -12
CC(OC(=O)c1ccccc1O)C(=O)Nc1ccc(Cl)cn1 (stereo not drawn)
    -9, -0.1, -2, -4, -5, -2, 1, 2
COc1ccccc1NC(=O)c1ccc(S(=O)(=O)N(C)c2ccccc2OC)cc1
    -2, 0.4, 0, 2, 5, 11, -4, 5
O=c1cc(-c2ccccc2)[nH]n1-c1ccc([N+](=O)[O-])cc1
    6, 100*, 10, -8, 84*, 40, 8, 25
O=C(Cc1ccccc1)Nc1ccc(NC(=O)c2ccccc2)c(Cl)c1
    -5, 1.3, -2, 4, 20, 0, -5, 11
Cc1ccc(NC(=O)COc2cccc3c2OC(C)(C)C3)c(O)c1
    -5, -1.6, 1, 2, -5, 12, -5, 1
C#Cc1ccc([C@H]2C=C(C(=O)N3CCN(Cc4ccc5c(c4)OCO5)CC3)O[C@@H](OCc3ccc(CO)cc3)C2)cc1
    3, -0.8, -2, 14, -9, -82, -5, -11
COc1ccccc1C1(O)CCN(C(=O)c2cccs2)CC1
    -3, 3.8, 1, -15, -1, 19, 3, -3
CC(C(=O)Nc1ccc(C#N)cc1)N1CCN(C(=O)C2CC2)CC1 (stereo not drawn)
    -7, -0.4, 0, 5, 8, -2, -2, 3
O=C(NCc1ccc(Cl)cc1)N1CCOCC1
    -4, -0.5, -2, -9, -2, 8, -4, 3
CCN(CCO)C(=O)CC(c1ccccc1)c1cc(Br)ccc1O (stereo not drawn)
    -8, -1.2, 0, -11, -29, 24, 1, -12
CN(C)c1ccc(/C=C(\NC(=O)c2ccccc2)C(=O)NCc2cccnc2)cc1
    -4, -0.5, -2, 12, 3, -118, -3, -1
O=C(NNC(=O)c1ccc2nonc2c1)Nc1ccc(Cl)cc1
    -1, 9.8, -5, 10, -1, 22, -4, -5
Cn1cccc1C(=O)C(=O)Nc1cc(Cl)cc(Cl)c1
    5, 2.4, -3, -4, 73*, 24, 15, 94*
Cc1cccc(C)c1N(CC(=O)Nc1cccc(N(C)S(C)(=O)=O)c1)S(C)(=O)=O
    0, 0.1, 2, -6, 1, 20, 3, -2
C=C(C)n1c(=O)n(Cc2ccc(C)cc2)c2ccccc21
    9, -0.7, 1, -9, -5, 17, 14, -3
CC1(C)CC[C@]2(C(=O)O)CC[C@]3(C)C(=CCC4[C@@]5(C)CC[C@H](O)C(C)(C)C5CC[C@]43C)C2C1 (stereo partly drawn)
    4, 1.5, -2, -19, x, 13, -10, x
Clc1ccc(Nc2nc3cccnc3s2)cc1
    2, -2.9, 4, 17, -24, -12, -8, 2
Cn1c(O)c(N=Nc2ccc(F)cc2)c2ccccc21
    7, 0.2, 0, 12, -12, -40, -1, -4
Cc1nc(N)nc(N/N=C/c2c(F)cccc2Cl)n1
    -8, -0.3, 0, -7, 5, 8, 12, 10
Cc1ccc2cc(C#N)c(SCc3nnc(-c4ccccc4[N+](=O)[O-])o3)nc2c1
    2, 1.9, 0, -8, 11, 3, 18, -6
COC(=O)c1cccc(NC(=O)CSc2nnc(-c3ccco3)o2)c1
    -7, 0.2, 0, 6, -2, 4, -10, -2
OC(COc1ccccc1)CN1CCN(c2cccc(Cl)c2)CC1 (stereo not drawn)
    -7, 1.4, 1, -5, x, 20, 1, x
CC(=O)c1ccc2c3c(cccc13)C(=O)N(CCc1ccccc1)C2=O
    11, 0.0, 0, 4, -1, 1, 11, -11
COc1ccc(CCNS(=O)(=O)c2ccc3c(c2)OCCO3)cc1
    0, -1.9, -1, 6, -13, 3, -17, 2
Cc1ccc(CSC2=NCCN2C(=O)C(C)Oc2ccccc2)cc1 (stereo not drawn)
    -4, -0.2, 0, -20, 2, 31, 6, 5
O=C(Nc1ccc(N2CCCC2)c(Cl)c1)c1ccc([N+](=O)[O-])o1
    7, 2.2, -2, 46, x, 34, -6, x
O=C(Cn1cnc2cc([N+](=O)[O-])ccc2c1=O)NCc1ccc(Cl)cc1
    -3, 0.3, -3, 3, 11, -81, -14, 7
CCN(CC)S(=O)(=O)c1cccc(-c2nnc(SCC(=O)N3CCC(C(=O)O)CC3)n2N)c1
    1, -1.4, 1, -5, -18, 1, -4, -1
Cc1nsc(Nc2ccc([N+](=O)[O-])cc2)c1C#N
    -10, 14, -3, -2, -8, 2, 2, 6
C=CCc1ccc(OCCN2CCc3ccccc3C2)c(OC)c1
    13, 1.4, -2, -1, -11, 17, 7, -3
CCCOc1ccc(-c2cc(C(F)(F)F)c(C#N)c(SCC(=O)O)n2)cc1
    3, 0.2, -9, -10, 16, -404, 33, -1
O=C(Nc1cccc(C(F)(F)F)c1)c1c(O)c2ccccc2[nH]c1=O
    -3, -1.2, 1, -10, -6, 13, -4, -17
O=C(NCCn1c(C(F)(F)F)nc2ccccc21)[C@H]1CCCN1c1nc(CN2CCCCC2)cs1
    -3, -1.9, 2, 1, -1, 7, 5, -5
O=C(NC1CCSc2ccccc21)c1ccccc1Br (stereo not drawn)
    -4, 0.1, 0, 1, 10, 15, -2, -3
Cc1nc(NCc2cccnc2)c2c3c(sc2n1)CC(C)CC3 (stereo not drawn)
    -3, 4.1, 0, 13, 1, -34, -8, 6
O=C(CCCn1c(=S)[nH]c2ccccc2c1=O)N1CCCCC1
    2, 2.4, -1, -3, -4, 12, 7, 7
COc1ccc(/C=N/NC(=O)Cn2ccnc2C)cc1OC
    -6, -0.1, 2, 12, -22, 18, -11, -7
CC(=O)Nc1ccc(NC(=O)COc2ccc([N+](=O)[O-])cc2)cc1
    -4, 0.4, 0, 1, 0, 20, 1, 0
Cc1cccc(Nc2ccccc2)c1
    -4, -3.9, 0, 1, -17, 5, 10, 2
COC(=O)[C@H](CCSC)NS(=O)(=O)c1ccccc1Br
    -3, -0.8, 1, -2, -6, 9, 1, -13

SENP6 inh: what is marked active above.
compound	HKDC1 inh	MPTP inh	GRIN3A LBD mod	PfGluPho inh	SENP6 inh	ATG4B inhibitor	SENP7 inh
O=c1cc(-c2ccccc2)[nH]n1-c1ccc([N+](=O)[O-])cc1	6	100*	10	-8	84*	8	25
Cn1cccc1C(=O)C(=O)Nc1cc(Cl)cc(Cl)c1	5	2.4	-3	-4	73*	15	94*

Further entries follow:
Under each structure: HKDC1 inh, MPTP inh, GRIN3A LBD mod, PfGluPho inh, SENP6 inh, SENP8 inh, ATG4B inhibitor, SENP7 inh
CCc1ccc(NC(=O)CSC2=C(C#N)C(c3ccco3)C3=C(CCCC3=O)N2)cc1 (stereo not drawn)
    7, 1.4, -9, -3, -9, -105, -16, 8
Cc1sc2nc(CN3CCCC3)nc(N3CCN(C(=O)c4ccco4)CC3)c2c1C
    -1, 0.7, -1, 13, -27, -164, 6, 0
OC(CNCc1ccc(Cl)cc1)(c1ccccc1)c1ccc(F)cc1 (stereo not drawn)
    -9, 73*, -2, 23, 1, 2, 21, 1
COC(=O)c1cc(=O)nc2sccn12
    -3, -5.3, 2, 0, -4, -257, 2, 7
COCCNC(=O)c1ccccc1NC(=O)COc1ccccc1
    -9, 3.7, 0, 4, -7, 5, -3, 4
O=C(CSc1nnc(C2CC2)n1C1CC1)c1ccc(Br)s1
    -2, -1.5, -1, 59, -4, -2, -1, 12
CN1C(=O)C(C(=O)Nc2ccccc2F)c2ccccc21 (stereo not drawn)
    -6, 3.0, -4, 23, -4, -4, -10, 5
Cc1cccc(C)c1NC(=S)N1CCCN(C)CC1
    -2, 2.4, 0, 9, -25, 7, -13, -4
COC(=O)CN(C)C1CC(=O)N(c2ccc(Cl)cc2)C1=O (stereo not drawn)
    5, 2.3, 1, 6, 16, 9, 3, 5
COc1cc(/C=N/NC(=O)C(N)=O)ccc1OCC(=O)N1C(C)CCCC1C (stereo not drawn)
    12, -0.8, -2, -13, -4, -6, 7, 3
O=C1NC(=S)N/C1=C\c1ccccc1OCc1ccc(C(=O)O)cc1
    -3, 2.1, -1, -7, -6, -51, -2, -4
Cc1ccc(S(=O)(=O)/N=C2/NC(=O)/C(=C/c3ccc(Br)o3)S2)cc1
    4, 53*, -13, -17, -8, -194, 39, -7
COc1ccc(OC)c(N(CC(=O)N2CCCCC2)S(=O)(=O)c2ccc(OC)c(OC)c2)c1
    8, 0.7, 2, 0, -16, 26, 6, 8
O=C(Nc1ccc2c(c1)OCO2)c1cc(-c2ccncc2)nc2ccccc12
    0, 3.8, -2, 31, -9, 9, -12, 5
Nc1nc(SCC(=O)N2CCN(c3ccccc3)CC2)n[nH]1
    -12, -1.4, -3, 20, 12, 18, -3, -3
COC(=O)C(=O)Nc1nnc(COc2ccccc2)s1
    -5, -1.1, 2, -22, -7, 22, 3, 13
CSc1ccc(/C=N/S(=O)(=O)c2ccccc2)cc1
    -3, -0.5, 2, -14, -12, 12, 5, 2
O=C(C=C(C(=O)c1ccccc1)c1ccccc1)c1ccccc1
    2, -0.9, 6, 13, x, 17, 1, x
Cc1cc(C(=O)COC(=O)c2ccc3c(c2)OCO3)c(C)n1CC1CCCO1 (stereo not drawn)
    -4, 0.8, 0, 2, 13, 6, -9, 44
Cc1cccc(C)c1NC(=O)CSc1nnnn1C
    4, -1.1, 0, -4, -14, 18, -9, -2

Source: PubChem BioAssay (Sanford-Burnham Center for Chemical Genomics)
